# p-CIP stab down: p/CIP-EGFP fusion destabilizers, primary screen, fluorescence, F442A cells. Q05BA5. 0.01% of 290,000 active. decrease of EGFP signal, % at 10 µM. 16 h;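 active = EGFP signal decrease of at least 30% at 10 µM or well 3 SD below plate mean, unless failing retest; inactive = the rest, including hits failing retest or dose response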; note: some compounds called inactive have numbers as strong as hits; many of its hits are not listed in these tables
# Target sequence (Q05BA5 1-1403): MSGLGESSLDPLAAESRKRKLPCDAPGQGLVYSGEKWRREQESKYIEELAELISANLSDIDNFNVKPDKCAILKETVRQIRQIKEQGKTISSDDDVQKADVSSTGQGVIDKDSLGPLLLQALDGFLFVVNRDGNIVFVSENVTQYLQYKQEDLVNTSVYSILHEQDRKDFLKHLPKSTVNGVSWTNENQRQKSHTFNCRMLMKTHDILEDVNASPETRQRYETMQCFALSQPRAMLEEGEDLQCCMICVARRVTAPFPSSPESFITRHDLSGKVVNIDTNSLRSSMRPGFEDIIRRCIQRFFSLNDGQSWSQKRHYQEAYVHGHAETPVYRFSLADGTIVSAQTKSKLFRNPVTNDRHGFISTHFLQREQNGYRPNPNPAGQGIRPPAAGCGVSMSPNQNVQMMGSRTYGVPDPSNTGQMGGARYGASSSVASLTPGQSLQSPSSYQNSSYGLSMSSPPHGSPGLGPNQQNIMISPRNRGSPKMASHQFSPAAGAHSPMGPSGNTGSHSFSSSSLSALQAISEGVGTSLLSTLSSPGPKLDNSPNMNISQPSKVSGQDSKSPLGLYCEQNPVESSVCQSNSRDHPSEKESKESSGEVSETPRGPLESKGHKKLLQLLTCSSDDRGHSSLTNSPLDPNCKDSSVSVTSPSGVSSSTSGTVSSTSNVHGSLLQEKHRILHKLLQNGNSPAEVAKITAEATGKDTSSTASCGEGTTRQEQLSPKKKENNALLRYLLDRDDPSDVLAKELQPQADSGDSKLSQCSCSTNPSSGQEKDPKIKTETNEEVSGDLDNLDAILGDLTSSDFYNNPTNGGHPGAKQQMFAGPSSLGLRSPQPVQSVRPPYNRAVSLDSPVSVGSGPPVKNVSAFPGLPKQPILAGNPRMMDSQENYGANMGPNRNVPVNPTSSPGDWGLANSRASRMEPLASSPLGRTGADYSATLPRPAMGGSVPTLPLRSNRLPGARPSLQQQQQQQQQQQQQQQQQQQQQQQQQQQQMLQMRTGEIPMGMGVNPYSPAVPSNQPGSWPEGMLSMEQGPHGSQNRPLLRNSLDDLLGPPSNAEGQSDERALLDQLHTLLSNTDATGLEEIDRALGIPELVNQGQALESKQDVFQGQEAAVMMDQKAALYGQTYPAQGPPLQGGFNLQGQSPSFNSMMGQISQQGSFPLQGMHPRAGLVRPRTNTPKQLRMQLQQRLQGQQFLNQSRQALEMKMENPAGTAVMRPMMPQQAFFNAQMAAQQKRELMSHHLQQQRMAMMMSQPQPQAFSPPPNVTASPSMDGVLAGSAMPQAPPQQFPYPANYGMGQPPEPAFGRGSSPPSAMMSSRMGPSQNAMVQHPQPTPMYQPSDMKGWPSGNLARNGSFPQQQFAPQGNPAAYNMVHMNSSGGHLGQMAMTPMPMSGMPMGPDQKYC
# M18AAP inhibitor: PfM18AAP inhibitors, malaria aminopeptidase, primary screen, biochemical, QFRET, recombinant enzyme; M18 aspartyl aminopeptidase (Plasmodium falciparum 3D7); H-Glu-NHMec fluorogenic cleavage; inhibition, % at 7.35 µM; 1.2% of 290,000 active;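 active = inhibition above the campaign mean inhibition over all tested compounds plus 3 SD, cut at about 28% in these data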;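 note: 0% = plate median of test compound wells and 100% = 2 mM ZnCl2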
# VIM-2 inhibitor: VIM-2 metallo-beta-lactamase inhibitors, primary screen, biochemical, epi-absorbance readout, Pseudomonas aeruginosa enzyme. purified VIM-2, nitrocefin hydrolysis, epi-absorbance fluorescence. inhibition, % at 5.6 µM. 0.89% of 290,000 active;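 active = inhibition above the mean of all tested compounds plus 3 SD, cutoff set per screening run, cut at about 7.5% in these data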;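 note: red hydrolysis product quenches plate fluorescence so inhibitors raise well fluorescence; 0% = enzyme with DMSO and 100% = DMSO without enzyme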
# NALP1 inh: NALP1 inflammasome inhibitors in reconstituted yeast, colorimetric, S. cerevisiae, triplicate retest; S. cerevisiae NALP1/ASC/caspase-1 growth, X-gal OD620, 72 h; inhibition, % at 10 µM; AID 2071, 2009; 0.61% of 280,000 active; in the data active = inhibition mostly above about 24%, no sharp cut-off; inactive = mostly below about 32%; note: some compounds called inactive have numbers as strong as hits
# GPR7 antag: GPR7 receptor antagonists, primary screen, cell-based, fluorescence, single concentration | Neuropeptides B/W receptor type 1 (Homo sapiens), P48145 | GPR7-expressing cells, fluorescence antagonist assay | inhibition, % at 4.4 µM | 1.1% of 290,000 active | AID 1861, 2009; in the data active = inhibition above about 16%, passing the limit was not always enough;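 note: cells stimulated with the agonist NPW; 0% = agonist with vehicle and 100% = vehicle without agonist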
# IMP-1 inh: IMP-1 metallo-beta-lactamase inhibitors, primary screen, biochemical, epi-absorbance readout, Pseudomonas aeruginosa enzyme | purified IMP-1, nitrocefin hydrolysis, epi-absorbance fluorescence | inhibition, % at 5.6 µM | 0.45% of 290,000 active;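 active = inhibition above the mean plus 3 SD of all compounds in the same screening run, cut at about 4.5% in these data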;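 note: 0% = IMP-1 with DMSO and 100% = DMSO wells lacking enzyme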
#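 assay system = purified recombinant IMP-1 metallo-beta-lactamase enzyme | schedule = 15 min preincubation plus 25 min reaction at 25 °C | signal = Epi-absorbance fluorescence, 480 nm excitation, 530 nm emission | read-out basis = percent inhibition from optical density relative to buffer-blank wells | controls = IMP-1 with DMSO as 0%, enzyme-free DMSO as 100%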
# IDE inh: human IDE inhibitors in live cells, primary screen, fluorescence polarization, HEK cells, FAbetaB substrate; FAbetaB cleavage; inhibition, % at 5.59 µM; 0.41% of 320,000 active; AID 434962, 2010;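 active = percent inhibition above the average of all tested compounds plus 3 SD, set per screening campaign, cut at about 16% in these data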;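 note: IDE supplied by intact live HEK cells; FP after avidin binding of uncleaved biotin substrate so inhibition keeps polarization high; 0% = DMSO wells and 100% = 60 µM reference IDE inhibitor Ii1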
# IDE cell activ: human IDE activators in live cells, primary screen, fluorescence polarization, HEK cells, FAbeta-B substrate; Insulin-degrading enzyme (Homo sapiens), P14735; FAbeta-B cleavage; 0% vehicle, 100% cell-free pure enzyme wells; activation, % at 5.96 µM; 0.073% of 340,000 active; AID 493087, 2011;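 active = activation above the mean of all tested compounds plus 3 SD, set per screening campaign, cut at about 17% in these data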
# PHOSPHO1 block: PubChem AID 1565 | recombinant PHOSPHO1, absorbance phosphatase assay | inhibition, % at 13.3 µM | 1.1% of 290,000 active; in the data active = inhibition above about 60%
# Active calls of the source: *; . = no result given.
SMILES,p-CIP stab down,M18AAP inhibitor,VIM-2 inhibitor,NALP1 inh,GPR7 antag,IMP-1 inh,IDE inh,IDE cell activ,PHOSPHO1 block
COc1ccc(N2C(=O)C3C4C=CC(C4)C3C2=O)c([N+](=O)[O-])c1 (configuration not stated),12,4,-0.6,-7,-6,0.1,11,2,-7
CN(C(=O)CSc1nncc2ccccc12)C1CCCCC1,11,-3,0.8,-2,-1,-2.0,0,3,20
COCc1c(C(=O)Nc2nc(C)cs2)oc2ccccc12,1,2,-2.5,-20,-15,-3.6,0,6,-68
CCN(CC)S(=O)(=O)c1csc(C(=O)Nc2ccccn2)c1,-12,-4,-2.3,1,-1,-0.8,4,8,9
O=C(Nc1cccc(Cl)c1Cl)c1ccccc1NC(=O)C1CC=CCC1C(=O)O (configuration not stated),-18,-1,0.4,11,1,-0.7,.,2,12
C/C(=N\NC(=O)c1c(Br)c(C)nn1C)c1ccc(NC(=O)C(C)Oc2ccc(Cl)cc2C)cc1 (configuration not stated),-8,1,-1.6,7,13,-2.1,1,3,34
O=C(COc1ncnc2cc([N+](=O)[O-])ccc12)NC(=O)NC1CCCCC1,9,-7,-5.8,4,1,-6.5,-4,-7,-6
Cc1cc(N)n(-c2nc(-c3cccnc3)nc3ccccc23)n1,-23,-1,0.8,-1,-8,-1.6,4,2,14
CCCc1nc2ccccc2n1CC(O)COc1ccc(NC(C)=O)cc1 (configuration not stated),5,-13,0.8,-2,9,-0.2,8,-2,32
CN(C(=O)CC1C(=O)NCCN1Cc1cccc(F)c1F)C1CCOCC1 (configuration not stated),-14,-5,-1.8,12,-4,0.5,-1,0,9
O=C(N/N=C/c1cn(-c2cccs2)nc1-c1ccccc1)c1ccc(O)cc1,5,-15,-2.3,14,-9,-1.9,-4,1,12
COCCCn1c(C23CC4CC(CC(C4)C2)C3)n[nH]c1=S,2,14,2.9,-14,-5,-1.2,4,-2,.
CCCc1ncc(C(O)c2ccccc2OC)n1C (configuration not stated),-5,-14,-2.7,-9,-4,-1.6,0,.,-20
COc1ccc(-c2cc(=O)oc3cc(OCc4nn[nH]n4)ccc23)cc1,-6,-7,7.3,-38,-2,-1.0,-8,3,-31
CCOC(=O)c1c(/N=C/c2cc(C)ccc2O)sc2c1CCC2,-15,10,3.9,36,-3,3.5,0,5,18
CNC(=S)Nc1ccc(C(N)=O)cc1,-3,4,-2.2,9,-4,-3.1,-5,7,43
Cc1cc(Nc2cccc(F)c2)n2c(n1)nc1ccccc12,-9,-14,-0.8,-3,-1,-1.5,-2,4,9
NNC(=O)c1ccc(CSc2nc3ccccc3[nH]2)cc1,-1,-4,0.2,10,13,-1.7,1,5,57
Cc1nc2c(F)c(F)c(C(F)(F)F)c(F)c2[nH]1,-18,5,-4.3,14,7,-3.0,1,2,-12
CCOC(=O)N1CCN(C(=O)c2c[nH]c3ccc(S(=O)(=O)N(C)c4ccccc4C)cc3c2=O)CC1,-2,-1,-1.2,1,-10,-3.3,3,2,-4
CC(O)c1nc2ccccc2n1CCCc1ccccc1 (configuration not stated),-14,4,-0.9,0,7,-5.3,6,3,4
O=C(COc1ccc(Cl)cc1Cl)OCC(=O)N1CCCc2ccccc21,-2,-8,-3.9,22,-2,-3.2,2,5,13
Cc1ccc(/C=N/NC(=O)c2ccc3nc[nH]c3c2)s1,6,-12,-1.1,6,-9,-0.5,1,6,18
CC(C)c1cc[n+](-c2nc([O-])sc2C=O)cc1,-16,6,-1.1,36,0,-3.6,4,-5,-19
COc1ccc(CN2CCNC(=O)C2CC(=O)N(C)CCCN2CCOCC2)cc1C (configuration not stated),3,4,-1.0,-1,-16,-0.8,-2,4,15
O=C(CSc1nc2ncccc2[nH]1)c1ccc(F)cc1,-11,1,-2.4,15,1,-5.8,-2,1,54
Cc1cccc(OC(=O)c2cncc(Br)c2)c1,-4,5,-2.8,-3,-9,-1.3,-1,3,1
CCOC(=O)Nc1nnc(/C=C/c2ccc(OC)cc2)s1,-7,-7,-2.1,18,2,-3.1,0,-1,9
Cc1cnc(NC(=O)CSc2nnc(COc3ccccc3)o2)s1,-14,27,-3.9,-8,-13,-3.1,4,0,24
O=C(CSc1nc2c(c(=O)n1-c1ccc(F)cc1)SCC2)NCc1ccco1,7,5,-1.2,9,-7,-1.9,1,2,42
N#Cc1c(N)nc2c(c1N)CC(=O)N2c1ccc(Cl)cc1,4,-3,-3.4,14,-15,-5.2,-3,1,31
CC(=O)N(C)Cc1ccc(C(=O)CCl)cc1,8,-7,1.4,2,4,0.6,-1,3,-65
CC(C)CC(N)C(=O)OCc1ccc([N+](=O)[O-])cc1 (configuration not stated),-19,-3,-0.9,-2,-13,-1.1,3,4,-4
O=C(Nc1nc(-c2ccc3c(c2)OCCO3)cs1)c1ccc(S(=O)(=O)N2CCCCC2)cc1,3,-5,-2.1,13,9,-3.3,1,-6,2
Cc1ccc(S(=O)(=O)Nc2cccc3ncccc23)s1,-24,-5,-1.2,6,6,-2.8,4,-1,-9
COc1ccc(C(=O)N2CCCC(C(=O)N3CCN(c4ccccc4)CC3)C2)cc1 (configuration not stated),2,-6,-1.5,.,-18,-2.5,8,2,41

# 4 compounds from above, limited to VIM-2 inhibitor and IMP-1 inh:
SMILES | VIM-2 inhibitor | IMP-1 inh
N#Cc1c(N)nc2c(c1N)CC(=O)N2c1ccc(Cl)cc1 | -3.4 | -5.2
CC(=O)N(C)Cc1ccc(C(=O)CCl)cc1 | 1.4 | 0.6
CC(C)CC(N)C(=O)OCc1ccc([N+](=O)[O-])cc1 (configuration not stated) | -0.9 | -1.1
O=C(Nc1nc(-c2ccc3c(c2)OCCO3)cs1)c1ccc(S(=O)(=O)N2CCCCC2)cc1 | -2.1 | -3.3

# Further compounds:
SMILES,p-CIP stab down,M18AAP inhibitor,VIM-2 inhibitor,NALP1 inh,GPR7 antag,IMP-1 inh,IDE inh,IDE cell activ,PHOSPHO1 block
Cc1ccccc1N1CC(C(=O)Nc2nnc(SCCC3OCCO3)s2)CC1=O (configuration not stated),-3,-7,-4.3,2,0,-1.0,-1,2,-29
Cc1nc2ncnn2c(N2CCN(c3cccc(C(F)(F)F)c3)CC2)c1C,-19,-12,-4.9,8,-2,-5.2,10,-6,-12
O=c1c(C=NCC2CCCO2)c(-c2ccccc2)[nH]n1-c1ccc([N+](=O)[O-])cc1 (configuration not stated),-2,25,1.6,11,9,0.0,2,4,-17
O=C1C2C(c3ccccc3)C=CC(c3ccccc3)C2C(=O)N1c1ccncc1 (configuration not stated),-13,4,25*,-9,-6,65*,2,2,28
COc1cccc(CN(C(=O)Cn2nnc(-c3ccccc3F)n2)C(C(=O)NC(C)(C)C)c2ccncc2)c1 (configuration not stated),-15,3,-2.4,-9,-6,-2.2,3,-4,6
O=C1c2ccccc2C(Nc2ccc(Cl)cc2)N1CCN1CCOCC1 (configuration not stated),-18,5,-2.8,7,4,-4.0,6,0,1
Cc1ccc(N2CC(C(=O)Nc3cc(C)on3)CC2=O)cc1 (configuration not stated),-4,14,1.4,16,4,0.1,-7,2,18
CCOC(=O)C1CCN(C(=O)COc2ccc(N(C)S(=O)(=O)c3ccc(OCC)cc3)cc2)CC1,-11,8,1.5,9,-7,0.3,2,4,-7
COc1ccc(CNC(=O)C(=O)NCC2OCCN2S(=O)(=O)c2ccccc2)cc1 (configuration not stated),-1,-9,-1.8,-7,-17,-3.1,7,3,4
CCc1nc2ccc(C(=O)N3CCN(c4cccc(C)c4C)CC3)cc2nc1CC,-19,20,-1.4,11,-36,-1.8,4,-8,22
O=C(C(Cc1ccccc1)N1C(=O)c2ccccc2C1=O)N1CCc2ccccc21 (configuration not stated),-12,-1,-0.8,1,-13,-3.8,4,5,-11
CCc1nnc(NC(=O)c2ccc(S(=O)(=O)N(C)Cc3ccccc3)cc2)o1,-15,2,-5.3,3,-11,-3.6,-2,6,48

# Next section (2 carried over from the part before).
SMILES,p-CIP stab down,M18AAP inhibitor,VIM-2 inhibitor,NALP1 inh,GPR7 antag,IMP-1 inh,IDE inh,IDE cell activ,PHOSPHO1 block
O=C(C(Cc1ccccc1)N1C(=O)c2ccccc2C1=O)N1CCc2ccccc21 (configuration not stated),-12,-1,-0.8,1,-13,-3.8,4,5,-11
CCc1nnc(NC(=O)c2ccc(S(=O)(=O)N(C)Cc3ccccc3)cc2)o1,-15,2,-5.3,3,-11,-3.6,-2,6,48
CC(C)c1nnc(NC(=O)C2CCCN2C(=O)Nc2ccccc2F)s1 (configuration not stated),-4,-13,-2.1,10,1,-3.2,1,-5,37
Cc1ccc(C(=O)NC(N2CCCC2)C(Cl)(Cl)Cl)cc1 (configuration not stated),4,3,-0.5,0,-8,-0.1,-3,6,4
COC(=O)c1ccc(N=CC2=C(O)CC(c3ccccc3)CC2=O)cc1 (configuration not stated),-25,-12,-2.7,.,6,-1.8,0,.,18
S=C(NC1CCCCC1)N1CCN(Cc2ccccc2Cl)CC1,-1,-4,-3.4,-3,-4,-2.5,0,1,-2
COC(=O)c1cc(C(=O)NC(C)C2CC3CCC2C3)cc([N+](=O)[O-])c1 (configuration not stated),-2,7,-1.6,6,-1,-3.2,1,-1,26
O=C(Nc1cccc(F)c1)C1CCN(C(=O)NCc2ccccc2)CC1,13,-2,-1.4,23,0,-0.7,0,0,-13
Cc1ccc(CCNC(=O)CCS(=O)(=O)Cc2ccc(C)cc2)cc1,-10,0,0.9,4,1,-0.9,3,-5,-7
O=C(CSc1nc(N2CCOCC2)nc(N2CCOCC2)n1)Nc1ccc([N+](=O)[O-])cc1,8,11,1.3,17,2,-1.1,-14,23*,10
c1nc(NC2CCCCCC2)c2[nH]cnc2n1,-10,4,-1.1,23,-8,-2.4,0,-4,8
O=C1C2C3C=CC(C3)C2C(=O)N1c1ccc2c(c1)CCC2 (configuration not stated),0,-1,-4.0,-24,2,-1.4,2,-1,-15
COc1ccc(C(=O)NCCOc2ccccc2Cl)c(OC)c1OC,-3,4,-4.7,37,-9,-3.7,4,-5,38
COc1ccccc1C(=O)N/C(=C/c1ccc(Br)cc1)C(=O)N1CCCC1,-13,1,-1.9,2,-20,-1.1,3,-5,16
O=C(COC(=O)c1n[nH]c2ccccc12)NC(=O)NC12CC3CC(CC(C3)C1)C2,-4,-6,-1.2,-7,-5,-1.0,6,13,4
CS(=O)(=O)N1CCN(c2ccc(NC(=O)c3cccnc3Cl)cc2)CC1,-8,5,-2.8,23,-1,3.6,1,-6,100*
CCCCC(=O)NC(c1ccco1)c1c(O)ccc2ccccc12 (configuration not stated),-28,-29,0.0,26,-12,-3.6,2,5,-17
CCCC(O)(CCN1CCCCC1)c1ccc(OCC)cc1 (configuration not stated),-16,3,-2.9,8,-11,-5.0,2,5,6

# Screens (PubChem)
